Screening results from PubChem BioAssay.
BoNT F protease: BoNT F light chain protease inhibition. 360,000 tested, 0.22% active. inhibition, % at 10 µM. AID 588497. Multiplex microsphere protease cleavage assay, flow cytometry; in the data active = inhibition above about 35%, passing the limit was not always enough; inconclusive = no clear call, values can overlap the other calls; note: plate controls were buffer without enzyme for full effect and enzyme alone for no effect
Rv3671c protease: inhibits the M. tuberculosis serine protease Rv3671c; P9WHR9; inhibition, % at 5.96 µM; 320,000 tested, 0.048% active; AID 2606; in the data active = inhibition above about 38%;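 note: extracellular domain of Rv3671c used as enzyme; 0% = enzyme with DMSO and 100% = no enzyme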
Target sequence (P9WHR9 whole entry, looked up, the tested form may be a part): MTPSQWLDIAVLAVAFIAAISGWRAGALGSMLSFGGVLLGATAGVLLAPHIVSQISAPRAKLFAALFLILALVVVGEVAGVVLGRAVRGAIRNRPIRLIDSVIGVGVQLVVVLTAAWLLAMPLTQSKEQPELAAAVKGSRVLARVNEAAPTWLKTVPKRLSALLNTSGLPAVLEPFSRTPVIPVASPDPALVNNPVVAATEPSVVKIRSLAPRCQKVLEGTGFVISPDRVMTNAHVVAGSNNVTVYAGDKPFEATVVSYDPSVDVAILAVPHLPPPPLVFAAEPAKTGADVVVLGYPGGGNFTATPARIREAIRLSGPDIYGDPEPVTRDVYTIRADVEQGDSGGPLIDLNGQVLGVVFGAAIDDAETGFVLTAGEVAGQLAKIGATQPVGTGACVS
Mtb UGM inh: blocks M. tuberculosis UGM enzyme; P9WIQ1; purified UGM, fluorescence polarization probe displacement; inhibition, % at 10 µM; 320,000 tested, 0.06% active; AID 504406; in the data active = inhibition above about 10%, passing the limit was not always enough; inconclusive = no clear call, values can overlap the other calls
Target sequence (P9WIQ1 whole entry, looked up): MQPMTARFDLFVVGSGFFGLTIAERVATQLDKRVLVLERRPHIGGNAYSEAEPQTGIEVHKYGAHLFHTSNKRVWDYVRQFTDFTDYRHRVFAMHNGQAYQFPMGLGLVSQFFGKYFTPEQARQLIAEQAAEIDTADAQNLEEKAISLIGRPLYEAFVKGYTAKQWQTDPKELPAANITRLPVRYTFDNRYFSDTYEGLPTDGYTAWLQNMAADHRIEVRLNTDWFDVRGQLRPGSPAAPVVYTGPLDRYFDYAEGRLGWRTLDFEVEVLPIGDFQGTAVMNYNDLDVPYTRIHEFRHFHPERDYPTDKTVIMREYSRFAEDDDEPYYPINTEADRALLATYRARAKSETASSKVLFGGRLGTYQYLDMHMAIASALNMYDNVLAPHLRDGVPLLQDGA
FadD28 binding: M. tuberculosis FadD28 bisubstrate binding inhibition. FadD28 bisubstrate probe binding, fluorescence polarization. inhibition, % at 12.5 µM. 360,000 tested, 0.22% active. AID 588549; in the data active = inhibition above about 8.5%, passing the limit was not always enough; inconclusive = no clear call, values can overlap the other calls
BioA inh: inhibitors of Mycobacterium tuberculosis BioA enzyme | AID 602481 | purified M. tuberculosis BioA enzyme, plate reader | inhibition, % at 9.99 µM | 360,000 tested, 0.096% active; in the data active = inhibition above about 40%; inconclusive = no clear call, values can overlap the other calls
CCHFV vOTU inh: blocks the CCHF virus ovarian tumor domain protease | CCHFV vOTU protease, Pep-AMC fluorescence | inhibition, % at 11.5 µM | 370,000 tested, 0.55% active; note: 0% = vehicle wells with enzyme and 100% = no enzyme wells
DUSP3 inh: DUSP3 (human) phosphatase inhibition; P51452; recombinant VHR phosphatase, pNPP absorbance; inhibition, % at 13.3 µM; 290,000 tested, 0.52% active; AID 1654; in the data active = inhibition above about 50%; note: some compounds called inactive have numbers as strong as hits
MazEF act: MazEF (E. coli) toxin RNase activation. FAM/BHQ RNA-DNA oligo cleavage fluorescence, 5 h. activation, % at 20 µM. 350,000 tested, 0.32% active; in the data active = activation above about 50%
Target sequence (P0AE70 whole entry, looked up): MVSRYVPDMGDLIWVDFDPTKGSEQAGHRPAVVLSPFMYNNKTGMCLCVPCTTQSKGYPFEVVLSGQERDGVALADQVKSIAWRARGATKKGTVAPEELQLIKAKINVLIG
Mtb FBA inh: inhibitors of M. tuberculosis fructose-bisphosphate aldolase; AID 588726; 360,000 tested, 2.3% active; purified M. tuberculosis FBA, fluorescence read-out; inhibition, % at 1 µM; in the data active = inhibition above about 27%;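 note: 0% = vehicle and 100% = reference inhibitor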
GDH-TPI inh: GDH-TPI coupled enzyme inhibition counter-screen; inhibition, % at 4.8 µM; 360,000 tested, 1.2% active; GDH-TPI coupled enzyme counterscreen, NADH absorbance;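 note: 0% = DMSO wells and 100% = wells lacking the enzyme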
* hit, by the source's call; ? = inconclusive; . = no result given; & = joins results of further samples. Cut-off read from the data, not from the text of the source, unless noted: active = inhibition above about 30%; inactive = the rest.

compound,BoNT F protease,Rv3671c protease,Mtb UGM inh,FadD28 binding,BioA inh,CCHFV vOTU inh,DUSP3 inh,MazEF act,Mtb FBA inh,GDH-TPI inh
COc1ccccc1C1CC(=O)Oc2cc(OC)c(OC)c(OC)c21 (centres undefined),5,.,.,-2.9,1.3,7,.,10,0,7
Cc1[nH]nc2c1C(C1CC=CCC1)C(C#N)=C(N)O2 (centres undefined),26,-1,-0.2,-4.9,-0.1,2,4,5,2,3
Cn1c(=O)c2c(nc(SCC(=O)Nc3ccccc3)n2C)n(C)c1=O,1,-3,0.5,-2.3,-1.0,0,15,-3,0,3
Cc1csc(=O)n1CC(=O)OCC(=O)Nc1cc(S(=O)(=O)N2CCOCC2)ccc1Cl,11,13,-3.0,-1.5,.,1,.,-3,-1,4
CC1(C(=O)NCc2ccco2)Cc2c(-c3ccc4c(c3)OCO4)ccnc2O1 (centres undefined),3,.,.,-0.9,2.1,12,.,.,47*,6
CCOc1cc(C2c3c(n[nH]c3C)C(=O)N2c2ccc(C)cc2)ccc1O (centres undefined),2,-2,2.9,-2.5,33,12,-13,0,3,-4
CN1CCN(C(=O)CNc2ccc(C(F)(F)F)cc2[N+](=O)[O-])CC1,-8,6,-2.4,-0.6,.,-8,21,17,-4,-1
O=C(Nc1ccc(S(=O)(=O)N2CCCCC2)cc1)C1CC(=O)N(Cc2ccccc2)C1 (centres undefined),?,-5,0.7,-1.9,-2.7,-5,.,1,6,0

Given with each value named: part of the list above.
> Cn1c(=O)c2c(nc(SCC(=O)Nc3ccccc3)n2C)n(C)c1=O
- BoNT F protease = 1
- Rv3671c protease = -3
- Mtb UGM inh = 0.5
- FadD28 binding = -2.3
- BioA inh = -1.0
- CCHFV vOTU inh = 0
- DUSP3 inh = 15
- MazEF act = -3
- Mtb FBA inh = 0
- GDH-TPI inh = 3
> Cc1csc(=O)n1CC(=O)OCC(=O)Nc1cc(S(=O)(=O)N2CCOCC2)ccc1Cl
- BoNT F protease = 11
- Rv3671c protease = 13
- Mtb UGM inh = -3.0
- FadD28 binding = -1.5
- BioA inh = .
- CCHFV vOTU inh = 1
- DUSP3 inh = .
- MazEF act = -3
- Mtb FBA inh = -1
- GDH-TPI inh = 4

(cont.)
compound,BoNT F protease,Rv3671c protease,Mtb UGM inh,FadD28 binding,BioA inh,CCHFV vOTU inh,DUSP3 inh,MazEF act,Mtb FBA inh,GDH-TPI inh
CSc1ccc(C2NN=C(c3ccccc3)S2)cc1 (centres undefined),.,-1,0.5,-1.5,-1.0,-26,.,0,46*,7
CCc1ccc(-c2nc(CS(=O)CC(=O)NCc3cccnc3)c(C)o2)cc1 (centres undefined),1,-12,1.0,-0.7,-1.5,-5,-11,2,-1,5
CCN(CC)S(=O)(=O)c1cccc(N=Nc2c(O)n(CC)c(=S)n(CC)c2=O)c1,-4,2,2.9,-1.1,4.1,-2,-15,4,0,11
O=C1c2ccc(Br)cc2C(=O)N1c1ccc(Cc2ccncc2)cc1,-1,.,.,1.1,.,-7,26,-1,2,-2
FC(F)(F)c1n[nH]c(=S)n1/N=C/c1ccco1,2,-7,1.4,-2.3,.,-4,28,4,-3,-5
Cn1c(N=Nc2ccccc2)nc2ccccc21,-3,-7,-1.9,-3.3,1.5,2,-1,-9,-8,12
O=C(CCNC(=O)c1ccccc1Cl)NNC(=O)c1ccccc1O,-5,7,-1.5,-3.8,.,1,.,-7,8,3
COC(=O)CN(c1cc(OC)ccc1OC)S(=O)(=O)c1ccc(OC)c(OC)c1,-14,7,-2.0,-0.1,1.6,1,-15,4,-1,7

Next section
compound,BoNT F protease,Rv3671c protease,Mtb UGM inh,FadD28 binding,BioA inh,CCHFV vOTU inh,DUSP3 inh,MazEF act,Mtb FBA inh,GDH-TPI inh
Cc1ccc2[nH]c(=O)c(C(c3nnnn3CC3CCCO3)N3CCOCC3)cc2c1 (centres undefined),5,4,0.5,-0.1,-0.3,3,8,2,4,15
CCCCN1C(=O)C(=O)N(CC(=O)c2ccc[nH]2)C1=O,.,9,0.0,-0.4,-1.0,2,.,2,-1,2
CCc1cccc(NC(=O)c2sc3nc4n(c(=O)c3c2C)CCC4)c1,26,-4,0.3,1.2,0.4,20,-4,8,4,8
COCCCNC(=O)C1CCN(C(=O)c2cc3sccc3n2Cc2ccc(F)cc2)CC1,-5,5,-0.1,-4.8,5.6,-6,21,0,-4,-2
COC(=O)c1ccc(Oc2c(F)c(F)nc(N3CCOCC3)c2F)cc1,-2,5,-0.5,-1.3,-2.1,-1,-23,-4,2,9
Cc1cccc(N=C2NC(=O)/C(=C/C=C/c3ccco3)S2)c1C,-5,2,-0.3,11*,.,1,3,3,-2,5
O=C(COC(=O)c1cccc(-n2cnnn2)c1)c1ccc(F)cc1,.,-8,-1.2,0.6,.,-3,.,1,2,1
CN(C)/C=N/S(=O)(=O)c1ccc(Cl)c(Cl)c1,.,14,-0.8,-0.9,.,0,2,-2,-3,0

Next section
Sequence of screens: BoNT F protease	Rv3671c protease	Mtb UGM inh	FadD28 binding	BioA inh	CCHFV vOTU inh	DUSP3 inh	MazEF act	Mtb FBA inh	GDH-TPI inh
- COC(=O)[C@@]1(C)[C@H]2C(=O)N(C)C(=O)[C@H]2[C@H]2CN=C(SC)N21
    -6	.	.	0.4	0.5	-1	.	0	3	14
- CC(C)NC(=O)c1ccc(COCC(F)(F)C(F)F)cc1
    8	-1	-0.4	-0.8	-3.4	9	-24	9	3	18
- CCN(CC)CCNC(=O)C1CCCCN1S(=O)(=O)c1cccc([N+](=O)[O-])c1 (centres undefined)
    0	0	0.8	0.5	-2.0	-15	-4	5	2	-3
- C/C(=N\NC(=O)c1ccc([N+](=O)[O-])c(C)c1)c1ccccc1Cl
    4	1	3.5	0.0	.	5	40	-1	7	-1
- COc1ccc(-c2nnc3ccc(SC(C(C)=O)C(C)=O)nn23)cc1OC
    -1	0	-1.8	-5.0	0.8	-14	-2	-7	-1	2
- Cc1c(C(=O)N2CCN(c3ccccn3)CC2)oc2c(F)cccc12
    6	2	-1.7	-5.5	1.0	-6	1	-28	-1	3
- CCOc1ccc2oc(C(=O)N(C)CCc3ccc(OC)c(OC)c3)c(C)c2c1
    -2	-3	-0.8	-2.3	0.0	-3	.	0	0	3
- c1cnc(N2CC[N+]3(CCCC3)CC2)nc1
    -2	-2	-0.3	-1.7	-1.9	-3	18	5	-2	-2
- COc1ccc(NC(=O)CCOc2ccccc2)c(OC)c1
    -14	0	-0.9	0.2	2.0	11	5	-7	3	6
- COC(=O)Cc1c(C)c2ccc(OCc3nn[nH]n3)c(C)c2oc1=O
    3	0	0.6	-3.5	1.9	-53	-15	3	160*	13
- O=C(Nc1ncccn1)c1ccc([N+](=O)[O-])cc1
    2	1	-0.8	-2.5	.	3	2	-2	-1	3
- COc1ccccc1/C=C/CN1CCC(Oc2cc(C(=O)NC3CC3)ccc2OC)CC1
    -2	-9	0.9	-4.0	-0.6	-1	43	2	0	0
- O=C(NCCOc1ccccc1Cl)c1ncn[nH]1
    -4	-18	-1.3	-1.8	.	-4	0	4	0	-1
- CCNC(=S)Nc1ccc(NC(=O)c2ccccc2O)cc1
    -15	1	2.3	-1.4	2.7	-11	-26	4	12	10
- CC(CNC(=O)CN(C)CC(=O)Nc1ccccc1Br)c1ccccc1 (centres undefined)
    -4	.	.	-3.6	2.3	12	.	8	2	-4
- COc1ccccc1CNC(=O)Cn1nnnc1CN(C)C(C)C
    ?	6	-0.5	-1.8	-1.4	-14	-2	3	-2	13
- O=C(O)c1ccc(S(=O)(=O)NC2CCCc3ccccc32)cc1 (centres undefined)
    -18	7	5.2	-0.4	-2.2	-8	-8	-2	1	-13
- N#Cc1ccc(N=c2ssnc2Cl)cc1
    -1&-24	6&0	0.1&-2.0	-2.8&-2.0	-1.2&1.6	0	21	-5&0	0&4	3&13
- Cc1ccc(C(=O)O)cc1NCc1ccncc1
    ?	3	0.2	-3.8	-1.6	6	7	8	-2	-5
- CC(C)N1CCN(S(=O)(=O)c2ccccc2)c2ccccc21
    -5	.	.	-0.2	-1.4	-2	.	-8	0	1

The closing 3 records of the part above open the next one:
Sequence of screens: BoNT F protease	Rv3671c protease	Mtb UGM inh	FadD28 binding	BioA inh	CCHFV vOTU inh	DUSP3 inh	MazEF act	Mtb FBA inh	GDH-TPI inh
- N#Cc1ccc(N=c2ssnc2Cl)cc1
    -1&-24	6&0	0.1&-2.0	-2.8&-2.0	-1.2&1.6	0	21	-5&0	0&4	3&13
- Cc1ccc(C(=O)O)cc1NCc1ccncc1
    ?	3	0.2	-3.8	-1.6	6	7	8	-2	-5
- CC(C)N1CCN(S(=O)(=O)c2ccccc2)c2ccccc21
    -5	.	.	-0.2	-1.4	-2	.	-8	0	1
- O=C(NCc1n[nH]c(=S)n1-c1ccc(Br)cc1)c1ccc(S(=O)(=O)N2CCOCC2)cc1
    2	3	3.9	-1.2	.	-1	-29	0	-4	-1
- Cc1ccc(OCCCC(=O)NNC(=O)c2ccccn2)cc1
    -4	1	-2.2	.	-0.7	5	.	8	3	11
- CCc1ccc(S(=O)(=O)c2nnn3c2nc(NCCNC(C)=O)c2ccccc23)cc1
    2	-4	-0.6	-0.5	.	4	8	6	13	7
- CCc1ccc(-c2cc(C(=O)NN3CCN(C)CC3)c3ccccc3n2)cc1
    0	1	1.9	-2.1	0.8	-3	-2	5	1	21
- O=C(O)CCC(=O)N1N=C(c2c(-c3ccccc3)c3cc(Cl)ccc3[nH]c2=O)CC1c1ccco1 (centres undefined)
    1	-10	-1.6	-3.6	.	3	-5	-3	8	9
- Cc1cccc2c1NC(=O)C2=Nc1ccc(Cl)cc1
    -18	-6	-0.1	-1.9	-1.5	-12	18	16	0	1
- CCc1ccc2c(COC(=O)C3CSC4(C)CCC(=O)N34)cc(=O)oc2c1 (centres undefined)
    5	3	2.9	-1.5	0.1	-2	.	5	-2	2
- CN1CCc2cc(O)cc3c2[C@H]1Cc1ccc(O)c(O)c1-3
    -36	-12	2.9	-1.5	-0.4	-1	.	14	7	11
- O=C(NCCOc1ccc(F)cc1)C1CCC(=O)N(CCc2ccccn2)C1 (centres undefined)
    -3	6	1.3	-0.6	-3.7	-7	57*	5	0	6
- O=C(CSc1ncn[nH]1)N/N=C/c1ccc(Br)cc1
    1	-2	2.3	-3.2	4.8	12	24	10	-4	-2
- COc1ccc(CCN(Cc2cc3cc(C)c(C)cc3nc2Cl)C(=O)C2CC2)cc1
    -4	-3	-1.4	-0.2	.	4	6	0	2	-1
- COC(=O)Nc1cc([N+](=O)[O-])ccc1OC
    -6	6	2.6	-1.8	.	0	-1	5	2	19
- CCOC(=O)NC(Nc1cc(C)on1)(C(F)(F)F)C(F)(F)F
    4	-1	-1.2	-3.8	-0.2	18	9	-9	-3	-14
- CCn1c(C)c(C(C)=O)c(NCc2ccccc2)nc1=S
    -21	5	-0.7	-2.9	10	7	4	2	-3	15
- CC(=O)[C@@H]1[C@@H]2C(=O)N(Cc3ccccc3)C(=O)[C@@H]2C2c3ccccc3C=CN21 (some centres undefined)
    -3	-11	-0.1	-1.9	.	64*	22	9	0	-3
- Cn1c(SCC(=O)c2ccc3c(c2)OCCO3)nnc1C(F)(F)F
    .	1	-0.1	-0.9	-0.1	-11	-14	6	-2	11
- Cc1ccc(C(C(=O)NC2CCCC2)N(Cc2cccs2)C(=O)CNC(=O)c2cccs2)o1 (centres undefined)
    ?	-2	0.1	-2.9	-1.0	24	19	3	2	1
